TbREL1 inh – TbREL1 inhibition, primary screen; AID 1117264; TbREL1 RNA ligation, FRET fluorescence; inhibition, % at 9.66 µM; 0.49% of 89,000 active; P86926;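 active = inhibition above the mean inhibition across all screened compounds plus 3 SD, cut at about 11% in these data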;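 also: 0% = plate median of test wells and 100% = NSC42067 control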
Target sequence (P86926 whole entry, looked up): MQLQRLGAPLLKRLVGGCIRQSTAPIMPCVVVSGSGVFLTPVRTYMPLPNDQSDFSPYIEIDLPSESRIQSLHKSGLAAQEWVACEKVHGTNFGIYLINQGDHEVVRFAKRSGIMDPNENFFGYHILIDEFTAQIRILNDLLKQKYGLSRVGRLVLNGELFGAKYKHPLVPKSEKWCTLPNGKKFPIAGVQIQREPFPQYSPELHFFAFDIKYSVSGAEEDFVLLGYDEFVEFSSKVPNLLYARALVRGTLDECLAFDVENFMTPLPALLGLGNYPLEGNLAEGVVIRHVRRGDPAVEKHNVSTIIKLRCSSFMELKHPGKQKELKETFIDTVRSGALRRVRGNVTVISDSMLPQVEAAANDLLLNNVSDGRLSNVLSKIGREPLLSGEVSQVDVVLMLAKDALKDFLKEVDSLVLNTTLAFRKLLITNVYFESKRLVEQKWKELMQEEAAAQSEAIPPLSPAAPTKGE
The depositor's hits bear a star. Not all compounds are listed; count on the stated rates, not on these rows.

TbREL1 inh	SMILES
1.0	COC(=O)[C@]12CCCCC=C1N(Cc1ccc3c(c1)OCO3)C(=O)[C@H](CC(=O)NCc1ccc(OC)c(OC)c1)C2
1.7	Cc1ccc(NC(=O)c2cccc(S(=O)(=O)N3CCCc4ccccc43)c2)nc1
-1.4	O=C(N/N=C/c1cccc(OC2CSC2)c1)c1ccccc1O
-2.4	CCn1nc(C)c(C2C(C#N)=C(N)Oc3n[nH]c(C)c32)c1C (stereo not given)
3.6	COC(=O)N/N=C/c1cc(C)n(-c2cccc3ccccc23)c1C
-3.1	Cc1sc(NC(=O)Nc2ccccc2)c(C(N)=O)c1C
2.2	O=C(CSc1nnc(-c2cccc(S(=O)(=O)N3CCCC3)c2)n1-c1ccccc1)Nc1cccc(C(=O)O)c1
0.9	O=C(NCCCN1CCOCC1)c1ccc(Sc2ccc(F)cc2)c([N+](=O)[O-])c1
-2.1	O=C(Oc1c(CN2CCOCC2)cc(Cl)c2cccnc12)c1ccc(F)cc1
2.5	Cc1cccc(NC(=O)c2nc[nH]c2C(=O)N[C@@H](C)c2ccccc2)c1
1.9	O=C(NN=C1CCCCCC1)c1ccc(Br)o1
-3.8	COc1ccc(NC(=O)CSc2nnc(CNc3ccc(F)cc3)o2)c(OC)c1
-2.9	Cc1c(C(=O)NCCCN2CCOCC2)sc2nc(-c3ccc(F)cc3)cn12
-1.3	N#Cc1ccc(C(=O)NC(=S)NC2CCCCC2)cc1
-2.1	COc1ccc(C(CNC(=O)c2cccc(NS(=O)(=O)c3ccccc3)c2)N(C)C)cc1 (stereo not given)
6.3	COc1cccc2sc(N(CCCN(C)C)C(=O)c3sc4ccccc4c3Cl)nc12
18.8*	COC(=O)C1=C(C)N(Cc2cccc(C(F)(F)F)c2)C(=NCc2ccccc2)NC1c1ccccc1C(F)(F)F (stereo not given)
-2.8	Cc1ccc(S(=O)(=O)N(CCC(=O)NCC(c2ccccc2)N(C)C)c2ccccc2)cc1 (stereo not given)
0.4	CC(O)c1c(OCc2ccccc2)ncnc1OCc1ccccc1 (stereo not given)
1.4	CCC(C)[C@H](NC(=O)NCc1ccccc1Cl)C(=O)O (stereo not given in full)
-0.9	Cc1cc(NS(=O)(=O)c2ccc(NC(=O)c3ccoc3C)cc2)nc(C)n1
1.3	COc1ccc(-c2nc(-c3ccccc3)nc(Cl)c2C#N)cc1
-3.6	Cc1nn(-c2ccccc2)c(N)c1-c1ccccc1
2.0	COCCCNC(=O)/C=C/c1c(Cl)cccc1Cl
-0.1	NC(=O)CC(NC(=O)Cc1cccc2ccccc12)c1ccc(NC2CC3CCC2C3)c([N+](=O)[O-])c1 (stereo not given)
0.4	Cc1cc(OCC(=O)N2CCCCCC2)ccc1[N+](=O)[O-]
1.5	Clc1ccc2nc(CSc3nc4ccccc4o3)cn2c1
-0.9	COC(=O)Nc1ccc(SCC(=O)c2ccccc2)cc1
-0.5	O=C(N/N=C/c1cccc(O)c1)c1csc2ccccc12
3.5	O=C(NCCCN1CCC(Cc2ccccc2)CC1)C1CCC(=O)N1C1CCCC1 (stereo not given)
-2.2	CCOc1ccccc1NC(=O)Cc1c(F)cccc1Cl
-5.0	CCCNC(=O)C1(CC2CC(c3ccccc3)=NO2)CCN(C(=O)Cc2ccc(F)cc2)CC1 (stereo not given)
-1.1	CC(=O)c1ccc(N2CCN(C(=O)c3ccc(Br)cc3)CC2)c(F)c1
4.6	CC(=O)Nc1sc2c(c1-c1cc3ccccc3o1)CCNC2
1.4	COC(=O)c1sc2ccccc2c1NC(=O)c1ccc(S(=O)(=O)N2CC(C)CC(C)C2)cc1 (stereo not given)
-0.9	CCN(C(=O)COC(=O)c1cc2ccccc2cc1OC)c1c(N)n(Cc2ccccc2)c(=O)[nH]c1=O
-1.2	Cn1cc(CN2CCCC(C(=O)Nc3cccc(-c4cc5ccccc5[nH]4)c3)C2)cn1 (stereo not given)
1.5	N/C(=N\OC(=O)c1ccc(Cl)cc1Cl)c1ccccc1
0.4	O=C(N/N=C/c1ccoc1)c1cccc([N+](=O)[O-])c1
0.6	Cc1ccc(C#N)c(SCc2cc3c(cc2Cl)OCO3)n1
3.8	O=c1[nH]c(Cc2ccccc2)nc2c1oc1ccccc12
3.8	COc1cc(CCCN2CCNC[C@@H]2C(C)O)cc(OC)c1OC (stereo not given in full)
-0.4	COc1ccccc1Cn1c(=O)c2ccccc2n2c(Sc3ncnc4sccc34)nnc12
1.1	Cc1cc(Cl)c(S(=O)(=O)N(C)C)cc1OCC(N)=O
1.4	CNc1nc(C)c(C(=O)OCc2ccccc2)s1
6.2	O=C(Cc1ncc(C(F)(F)F)cc1Cl)Nc1cccc(Br)c1
3.1	Cc1cc(N2CCCN(C)CC2)n2nc(C)nc2n1
-1.7	COCCN(C(=O)Cn1nnc2ccccc21)C(C(=O)NC1CCCCC1)c1ccc(OC)cc1OC (stereo not given)
3.0	O=C(O)CCN1C(=O)c2ccc(NC(=O)c3cccs3)cc2C1=O
2.1	CC(Sc1nc(-c2ccco2)nc2c1c(=O)n(C)c(=O)n2C)C(=O)O (stereo not given)
1.6	CO[C@H]([C@H](C)/C=C/N(C)C=O)[C@@H](C)C(O)CC[C@H](C)[C@H](O)[C@H](C)[C@H]1OC(=O)/C=C/C(C)=C/C[C@H](O)C[C@@H]2C=CC[C@@H](C[C@H](OC)[C@@]3(CO3)[C@@H](OC)C[C@@H](OC)[C@@H]1C)O2 (stereo not given in full)
3.8	C[C@@H]1COC(=O)[C@H](Cc2ccc(F)cc2)C/C=C\C[C@@H](CC(=O)N[C@H](CO)Cc2ccccc2)C(=O)N1
-1.3	Cc1cc(Oc2nc3c(C)cccn3c(=O)c2/C=C(\C#N)S(=O)(=O)c2ccc(Cl)cc2)ccc1Cl
-0.9	O=C(NC1CCCC1)C(c1cccs1)N(C(=O)c1csnn1)c1ccccc1F (stereo not given)
-2.0	CCC(CO)Oc1cc(NCc2cccc(OC)c2)c2ncn(C(C)C)c2c1 (stereo not given)
-0.7	O=C(CSc1ncn(-c2ccccc2)n1)NCc1ccccc1
-0.9	CCCNc1ccc(S(=O)(=O)N(CC)CC)cn1
-0.8	CCOc1ccccc1-n1c(C)cc(C=O)c1C
1.4	O=C(CNC(=O)C1COc2ccccc2O1)N/N=C\c1ccc(Br)cc1 (stereo not given)
6.0	O=C(CNC(=O)c1ccncc1)N/N=C/c1ccc(O)cc1O

Some of these compounds in order of number of heavy atoms, highest first.
TbREL1 inh	SMILES
-2.0	CCC(CO)Oc1cc(NCc2cccc(OC)c2)c2ncn(C(C)C)c2c1 (stereo not given)
1.4	O=C(CNC(=O)C1COc2ccccc2O1)N/N=C\c1ccc(Br)cc1 (stereo not given)
2.1	CC(Sc1nc(-c2ccco2)nc2c1c(=O)n(C)c(=O)n2C)C(=O)O (stereo not given)
-0.9	CCCNc1ccc(S(=O)(=O)N(CC)CC)cn1

The list goes on:
TbREL1 inh	SMILES
7.0	CC(=O)N1c2ccc(S(=O)(=O)N3CCC(C(=O)N4CCC(C)CC4)CC3)cc2CC1C (stereo not given)
5.5	Cc1cc(=O)oc2cc(OCC(=O)NC3CC(C)(C)NC(C)(C)C3)c(Cl)cc12
-1.4	CCOC(=O)C(=O)N1CCC(C(=O)OC)CC1
3.5	Cn1ncc2c(=O)[nH]cnc21
6.1	CC(C)C(=O)Nc1ccc(C(=O)NNC(=O)CCCOc2ccc(Cl)cc2Cl)cc1
-0.4	COc1ccccc1NC(=O)N1CCN(c2ccc3nncn3n2)CC1
0.7	CC(=O)c1c(C(C)=O)c(C)n(Cc2ccc3c(c2)OCO3)c1C
-2.0	CCC1CCCCN1C(=O)COc1ccc(N(C)S(=O)(=O)c2ccc(C)cc2)cc1 (stereo not given)
1.1	Cc1ccc([C@@]2(OC(=O)c3ccccc3)C(=O)N(C(=O)OC(C)(C)C)c3ccccc32)cc1
-2.5	COc1ccc(S(=O)(=O)NCC(c2ccco2)N2CCc3ccccc3C2)cc1 (stereo not given)
-0.4	CN(C(=O)COC(=O)/C=C/c1ccc(S(=O)(=O)N2CCc3ccccc32)cc1)C1CCS(=O)(=O)C1 (stereo not given)
4.4	CCOc1cc2[nH]c(=S)n(Cc3ccc(C(=O)NCCOC)cc3)c(=O)c2cc1OCC
-1.7	CCOc1ccc(C(=O)NC(C(=O)NCc2ccccn2)C(C)C)cc1 (stereo not given)
2.4	COc1ccccc1NC(=O)CSc1ncnc2c1oc1ccccc12
-1.6	COc1cccc(CN2CCNC(=O)C2CC(=O)NCc2cn3ccccc3n2)c1OC (stereo not given)
-0.9	Cc1ccc(NC(=O)COc2ncnc3cc([N+](=O)[O-])ccc23)cc1S(=O)(=O)N1CCOCC1
1.4	O=C(COC(=O)c1cc(S(=O)(=O)N2CCOCC2)ccc1O)NCC1CCCO1 (stereo not given)
1.7	Cc1ccc(NC(=O)c2ccc(OCC3CCCO3)cc2)c(C)c1 (stereo not given)
8.7	O=C(Cc1coc2cc3c(cc12)CCC3)OCC(=O)N1CCCC1=O
-2.2	CCCCc1c(O)nc(SCC(=O)c2ccccc2)n(-c2ccccc2OC)c1=O
-2.0	COCCCNC(=O)CCn1c(=O)c2ccccc2n(Cc2cccc([N+](=O)[O-])c2)c1=O
0.4	Cc1cc(OC(C)C)nc(-c2ccccc2O)n1
-0.7	O=C(COc1ccccc1C(=O)O)Nc1cccc2ccccc12
-0.1	Cc1cccnc1NC(=O)c1ccc(OCC2CCCO2)cc1 (stereo not given)
-0.7	Cc1ccc(S(C)=O)cc1-n1c(=O)n(Cc2ccccc2)c(=O)c2[nH]cnc21 (stereo not given)
5.2	Cc1ccc(S(=O)(=O)c2nc(Nc3ccccc3N3CCOCC3)sc2Cl)cc1
-2.5	C[C@@H]1O[C@@H](OC[C@@H]2O[C@H](Oc3c(-c4ccc(O)cc4)oc4cc(O)cc(O)c4c3=O)[C@@H](O)[C@H](O)[C@H]2O)[C@H](O)[C@H](O)[C@H]1O
0.0	CNS(=O)(=O)c1cc(NC(=O)CCNC(=O)c2ccco2)ccc1C
-1.4	CC1CCN(S(=O)(=O)c2cc(C(=O)N3CCN(c4ncccn4)CC3)ccc2Br)CC1
5.0	CCOc1ccc(NC(=O)c2cccc(-n3cccc3)c2)cc1S(=O)(=O)N1CCOCC1
0.8	Cc1cc(S(=O)(=O)N2CCOCC2)ccc1OCC(=O)NCCN1CCOCC1
-1.2	CC(=O)c1cc(C(=O)NC2CCCc3c2cnn3-c2cc(C)cc(C)c2)[nH]n1 (stereo not given)
-2.5	CCOc1ccc(Cn2nnc(C(=O)NCCc3ccc(Cl)cc3)c2N)cc1
-0.5	CCCCn1c(SCC(=O)Nc2cc(C)on2)nc2c1c(=O)n(C)c(=O)n2C
-0.3	O=C(Nc1ccccc1N1CCN(C(=O)c2ccc(Cl)cc2)CC1)c1cc(Br)ccc1Cl
-3.1	N#Cc1ccc(COC(=O)c2cccnc2Cl)cc1
2.8	O=C(O)c1cccc(NC(=S)NC(NC(=O)c2ccco2)C(Cl)(Cl)Cl)c1 (stereo not given)
-2.3	COc1cccc2c(O)c(-c3ccccc3)c(=O)[nH]c12
0.3	CSc1nc(C)cc(SCC(=O)Nc2ccccc2)n1
-6.4	CSCCC(NC(=O)COc1ccccc1)C(=O)N(C)Cc1cccc(F)c1 (stereo not given)
-0.9	NS(=O)(=O)c1cccc(NC(=O)CSc2nnc(-c3ccncc3)n2C2CC2)c1
0.1	CCCS(=O)(=O)NC(=O)C1(C)CCN(C(=O)Cc2ccc(F)cc2)C1 (stereo not given)
-1.5	C[n+]1cn(CC(O)COCc2ccccc2)c2ccccc21 (stereo not given)
5.6	COCc1c(C(=O)N/N=C/c2ccco2)nnn1-c1nonc1N
-1.2	Cc1cc(=O)[nH]c(NC(=O)Cc2ccccc2)n1
-0.1	Fc1cccc(Nc2ncnc3sccc23)c1
1.0	Cc1cccc(N2C(S)=C(C#N)C(=O)NC2c2cccs2)c1 (stereo not given)
-1.7	CCOC(=O)C1=C(C)Nc2ccccc2N=C1NC(=O)c1cc(C)on1

Quoted at random: six compounds from above.
TbREL1 inh	SMILES
5.6	COCc1c(C(=O)N/N=C/c2ccco2)nnn1-c1nonc1N
0.1	CCCS(=O)(=O)NC(=O)C1(C)CCN(C(=O)Cc2ccc(F)cc2)C1 (stereo not given)
-1.5	C[n+]1cn(CC(O)COCc2ccccc2)c2ccccc21 (stereo not given)
1.0	Cc1cccc(N2C(S)=C(C#N)C(=O)NC2c2cccs2)c1 (stereo not given)
-1.2	Cc1cc(=O)[nH]c(NC(=O)Cc2ccccc2)n1
-0.9	NS(=O)(=O)c1cccc(NC(=O)CSc2nnc(-c3ccncc3)n2C2CC2)c1

Next part
TbREL1 inh	SMILES
1.0	COCC(=O)N(C)[C@H]1C[C@H]2c3cc(Oc4ccccc4C)ccc3CCN2C(=O)[C@H]1[C@H](C)O
15.0*	CC1(C)Cc2c(c(-c3ccco3)[nH]c(=O)c2C#N)CS1
7.1	O=C(CCCCCN1C(=O)C2C3C=CC(C3)C2C1=O)Nc1ccccc1 (stereo not given)
-2.6	COc1ccc2c(c1)[C@@]1(NCCc3c1[nH]c1ccc(OC)cc31)C(=O)N2
0.3	COc1ccc(CN(CC(=O)NCCC(C)C)C(=O)CCC(=O)Nc2nccs2)cc1
8.6	COc1ccc(OC)c(NC(=O)c2ccc3c(c2)C(=O)N(CC2CCCO2)C3=O)c1 (stereo not given)
-2.7	Cc1ccc(-c2ccccc2[C@@H]2C[C@H]3CN(C)C(=O)[C@]34CCCN24)o1
2.9	CC(C)(C)OC(=O)N1c2ccccc2[C@]2(N3CCCC3)C[C@H](C(=O)O)N(C(=O)OC(C)(C)C)[C@H]12
-5.8	COc1cc(/C=C(\C#N)C(=O)Nc2ccc3c(c2)OCCO3)ccc1O
-2.5	CCCNC(=S)Nc1ccc(Nc2ccccc2)cc1
4.9	CON(C)C(=O)CC1(CN(Cc2ccccc2)C(=O)OC(C)(C)C)CCCCC1
1.3	O=C(CCCN1C(=O)C(c2ccccc2)Oc2cccnc21)NCCc1ccc(Cl)cc1 (stereo not given)
-2.4	O=C(CSc1nnc(-c2ccccc2)o1)N1CCOCC1
-1.2	O=C(CN1CCN(Cc2ccccc2)CC1)N/N=C/c1cccnc1
-1.2	COc1cccc(CNC(=O)CC(NC(C)=O)c2ccccc2)c1 (stereo not given)
